MITF TRPM1 inh: inhibitors of MITF-dependent TRPM1 promoter reporter, primary screen, cell-based, SK-MEL-5, single point, luciferase; SK-MEL-5 TRPM1 promoter luciferase, 24 h; inhibition, % at 12.5 µM; 330,000 tested, 0.83% active;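 active means mean inhibition across replicates of 60% or more, whatever share of single replicates reaches that level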; further: values of inactives mirror those of a sister screen read the other way
NR2E3 ag-1: NR2E3 agonists in two-hybrid cells, primary screen, cell-based, luminescence, CHO-S, Gal4-NCOR/VP16-NR2E3. Photoreceptor-specific nuclear receptor (Homo sapiens), Q9Y5X4. inhibition of corepressor binding, % at 3.98 µM. AID 602229, 2012. 360,000 tested, 0.35% active. luciferase;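 active means inhibition above the mean of all tested compounds plus 3 SD, cut at about 70% in these data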;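 further: 0% = DMSO with NR2E3 transfected cells and 100% = cells lacking NR2E3 construct; higher means lower luciferase signal from less NR2E3 corepressor binding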
Target sequence (Q9Y5X4 whole entry, looked up, the tested form may be a part): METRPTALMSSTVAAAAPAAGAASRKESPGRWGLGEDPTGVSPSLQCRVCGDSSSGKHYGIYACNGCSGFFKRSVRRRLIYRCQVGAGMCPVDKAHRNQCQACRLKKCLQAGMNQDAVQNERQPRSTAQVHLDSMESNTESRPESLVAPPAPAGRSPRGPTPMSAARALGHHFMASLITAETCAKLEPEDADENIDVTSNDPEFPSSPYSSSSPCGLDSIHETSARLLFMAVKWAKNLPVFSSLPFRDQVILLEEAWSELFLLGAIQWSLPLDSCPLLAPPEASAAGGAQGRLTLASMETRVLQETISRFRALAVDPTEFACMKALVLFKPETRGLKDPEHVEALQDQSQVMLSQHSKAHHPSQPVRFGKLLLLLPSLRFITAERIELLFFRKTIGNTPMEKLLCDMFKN
Peg3 prom inh: Peg3 promoter-driven luciferase inhibitors, primary screen, cell-based, HeLa, luciferase luminescence; 360,000 tested, 1.7% active; HeLa PEG-Prom luciferase reporter, overnight; AID 588405, 2011; inhibition, % at 20 µM;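 active means inhibition of at least 50% at 20 µM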
NR2E3 ag-2: inhibitors of NR2E3-RetCOR corepressor binding, primary screen, NR2E3 agonist project, biochemical, TR-FRET, GST-NR2E3, biotin-RetCOR | Photoreceptor-specific nuclear receptor (Homo sapiens), Q9Y5X4 | 1536-well | inhibition of corepressor binding, % at 4.78 µM | 320,000 tested, 0.12% active | AID 2300, 2010;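 active means percent inhibition above the cutoff of mean plus 3 SD of all tested compounds, set per screening campaign, cut at about 20% in these data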;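 further: 0% = DMSO wells and 100% = biotin wells as full block of FRET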
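Material – GST-tagged NR2E3 plus biotinylated RetCOR corepressor · Quantity – NR2E3 fusion 1.35 nM · Times – 5 h incubation at 4 °C · Medium – pH 7.5 Tris-based buffer · Technique – TR-FRET, Eu(K)-anti-GST donor, streptavidin-D2 acceptor, ex 340, em 617/671 nm · Benchmarks – high control biotin, low control 0.6% DMSO · Format – 1536-well plates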
Vif imaging: HIV Vif self-association inhibitors, primary screen, imaging, HEK293T, single point; HEK293T cells, Vif self-association by quenched fluorescence, 24 h; inhibition, % at 7.49 µM; 340,000 tested, 0.35% active; in the data active means inhibition above about 50%, passing the limit was not always enough; further: some results filed as inactive read as strong as hits
PDI inh: inhibitors of human PDI, primary screen, biochemical, turbidity, single point, plate reader; Protein disulfide-isomerase (Homo sapiens), P07237; PDI insulin aggregation turbidity, A650, 90 min; inhibition, % at 10 µM; 350,000 tested, 0.052% active; AID 588391, 2011;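 active means mean inhibition across replicates of 30% or more, whatever share of single replicates reach that level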;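 further: absorbance from insulin aggregation driven by PDI reduction with DTT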
Target sequence (P07237 whole entry, looked up): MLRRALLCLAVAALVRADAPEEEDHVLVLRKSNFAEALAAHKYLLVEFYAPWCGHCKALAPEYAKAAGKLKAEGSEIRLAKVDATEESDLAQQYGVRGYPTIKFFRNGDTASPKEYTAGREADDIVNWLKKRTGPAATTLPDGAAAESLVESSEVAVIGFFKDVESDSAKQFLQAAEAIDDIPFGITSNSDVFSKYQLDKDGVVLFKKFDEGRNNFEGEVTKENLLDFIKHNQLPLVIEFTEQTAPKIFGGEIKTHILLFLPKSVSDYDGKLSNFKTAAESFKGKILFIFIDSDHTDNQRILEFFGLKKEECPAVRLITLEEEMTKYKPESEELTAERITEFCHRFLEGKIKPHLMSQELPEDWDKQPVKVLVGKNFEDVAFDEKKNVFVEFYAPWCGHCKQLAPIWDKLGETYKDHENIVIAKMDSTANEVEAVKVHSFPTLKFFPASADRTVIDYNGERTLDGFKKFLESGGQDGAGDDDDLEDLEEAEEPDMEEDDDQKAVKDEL
iPSC survival up: enhancers of single-cell hiPSC survival, primary screen, ATPlite luminescence; 100% = ROCK inhibitor wells, 0% = DMSO; survival enhancement, % at 20 µM; 360,000 tested, 0.044% active; in the data active means survival enhancement above about 18%;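 further: cells exposed to compounds for 16 hours before the ATP read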
aDG glyco act: activators of alpha-DG glycosylation, primary screen, uHTS, Pro5-aDG cells, AlphaScreen; activation, % at 10 µM; 360,000 tested, 0.22% active; alpha-DG glycosylation AlphaScreen (IIH6); 0% Pro5, 100% B10-LARGE cell signal; AID 624168, 2012;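 active means activation of at least 8% versus controls, or a plate z-score of at least 8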;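 further: Pro5 are CHO cells carrying HIG-tagged alpha-DG that lacks glycosylation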
Exocytosis inh: LAMP-1 surface exposure blockers, TALL-104 cells – cell-based, flow cytometry, MLPCN library, primary screen; inhibition, % at 10 µM; 360,000 tested, 0.66% active; TALL-104 LAMP-1 surface exposure; cells stimulated with thapsigargin and PMA;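 active means inhibition above about 55%, limit read from the data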
CaV13 FRET inh: Primary screen for inhibitors of IQ motif and Ca2+-dependent inactivation inhibitor domain binding in CACNA1D, Förster resonance energy transfer in living cells, …; HEK cells, CFP/YFP FRET ICDI-IQ, plate reader, 10 min; percent FRET-ratio fall versus neutral wells; AID 743397; inhibition, % at 12.3 µM; 340,000 tested, 0.098% active;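 active means mean replicate inhibition of at least 30% and at least 1% of replicates passing that level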;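 further: 0% = median of the neutral control wells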
HIF-2a block: HIF-2a reporter inhibitors, primary screen, luminescence, 786-0 RCC cells; AID 624352, 2012; 360,000 tested, 0.72% active; 786-0 RCC cells HIF-2a reporter, luciferase luminescence, overnight; inhibition, % at 18.8 µM;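 active means inhibition of the luminescence signal of 40% or more relative to plate controls, in a single-dose primary screen at 18.75 µM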
Active calls of the source: *; · = no result given. This is a random part of the collection. About 3.5% of those tested had a hit in this group.

nr	SMILES	PDI inh	NR2E3 ag-1	Vif imaging	HIF-2a block	Exocytosis inh	Peg3 prom inh	CaV13 FRET inh	aDG glyco act	MITF TRPM1 inh	NR2E3 ag-2	iPSC survival up
1	COc1ccccc1C(=O)C1CCCN(C(=O)c2ccccc2Cl)C1 (stereo unspecified)	-5	-9	0	16	-2	-2	-3	-0.4	7	0	-0.4
2	Cc1ccc(C(=O)c2coc3ccc(O)c(CN(C)C)c23)cc1	-2	16	15	11	10	1	-3	0.2	2	2	0.2
3	COCCNC(=O)c1cnn2c1NC(c1ccco1)CC2C(F)(F)F (stereo unspecified)	6	-2	1	19	-1	8	-3	-0.1	13	4	0.0
4	O=C(Nc1ccc(F)cc1F)c1cc(=O)n(-c2ccccc2)c(=O)[nH]1	0	-26	8	-1	1	14	-19	-0.3	-5	3	0.1
5	O=C(O)C1CCCCC1C(=O)Nc1cccc(Br)c1 (stereo unspecified)	-4	-3	-4	-82	20	-65	-7	-0.1	-11	1	-2.5
6	CCOC(=O)c1ccccc1NC(=O)COC(=O)CCC1CCCC1	12	-30	1	9	0	13	-15	-0.1	0	4	-0.3
7	Cc1ccc([C@@H]2CC=C(C(=O)O)[C@H](c3ccccc3)N2S(=O)(=O)c2ccccc2C)cc1	7	-11	-5	16	3	19	-6	-0.2	5	·	-0.1
8	CN(C)C1=NC[C@H](Cc2ccccc2)N1CC1CCCCCC1	2	1	13	10	2	-3	-10	0.3	-5	5	-2.3
9	NC(=O)[C@@H]1CCCCNc2c(F)cc([N+](=O)[O-])cc2C(=O)N[C@@H](CCCN=C(N)N)C(=O)NCC(=O)N1	11	19	-2	14	-9	3	-10	0.1	-12	1	0.7
10	CC(C)(C)C(=O)n1nc(-c2ccccc2)oc1=O	-1	12	-2	8	-3	-79	-4	-0.1	-1	1	3.0
11	CCN(CC)S(=O)(=O)c1ccc(N2CCOCC2)c(NC(=O)C23CC4CC(CC(Cl)(C4)C2)C3)c1	2	15	21	13	9	9	-2	-0.1	-11	1	-1.3
12	C[C@@H]1CCCCO[C@@H](CN(C)CC2CC2)[C@@H](C)CN([C@H](C)CO)C(=O)c2cc(N(C)C)ccc2O1	-6	-10	1	7	-3	3	·	-0.2	·	·	-2.0
13	O=C1/C(=C\c2ccc(O)cc2)SC(=S)N1Cc1ccccc1	-5	12	-2	-18	1	4	-163	0.0	-8	1	1.0
14	CC(C)NC(=O)N(C)C[C@@H]1Oc2c(NC(=O)Nc3ccccc3)cccc2C(=O)N([C@H](C)CO)C[C@H]1C	-3	-30	-1	10	-1	-3	-5	-0.3	9	·	-1.4
15	O=C(Oc1c(-c2ccccc2)c(=O)n2c3c(cccc13)CC2)c1ccc(F)cc1	20	-31	-4	13	-1	9	-18	0.0	2	-2	-0.7
16	COc1ccc(C(=O)NCc2nnc(SCC(=O)NCc3ccc(F)cc3)o2)cc1	3	-17	17	9	0	3	-5	-0.1	-6	2	2.1
17	CCCOc1ccc(C2=CSC3=NCCN23)cc1[N+](=O)[O-]	2	-27	5	-1	1	-9	-4	0.2	16	-1	0.0
18	O=C(/C=C/[C@H]1O[C@@H](n2ccc(=O)[nH]c2=O)[C@H](O)[C@@H]1O)NCCN1CCCC1	·	-1	1	8	1	4	-3	-0.2	·	·	-1.5
19	CCN1C(=O)CC(N2CCN(c3cccc(OC)c3)CC2)C1=O (stereo unspecified)	-1	11	-3	16	0	-7	7	0.1	-3	2	0.2
20	Cc1cccc(OCC(=O)NCc2ccncc2)c1C	-9	3	·	10	6	13	-6	-0.3	·	3	10
21	O=C(CN(CC1CCCO1)C(=O)CNS(=O)(=O)c1ccc(F)cc1)NCc1ccco1 (stereo unspecified)	-2	-13	-5	15	2	0	-4	0.3	-3	5	-0.6
22	COc1ccc(N2CC(=O)N(c3ccc(OC)c(OC)c3)CC2=O)cc1OC	-2	-25	2	14	-3	8	·	0.2	6	-5	5.4
23	O=C(NCCN1CCCc2ccccc21)C1CCC(=O)N(CCc2ccccc2)C1 (stereo unspecified)	4	-30	11	6	-5	-14	-3	0.1	7	-1	-0.2
24	O=[N+]([O-])c1cc(S(=O)(=O)N2CCCCC2)ccc1NCCCN1CCOCC1	18	-21	7	9	2	-4	-3	-0.3	17	-1	2.2
25	COC(=O)c1ccc(OC)c(Cn2c(=O)n(C)c(=O)c3ccccc32)c1	2	0	-4	21	1	11	-3	1.6	1	4	-0.1
26	CCOC(=O)CSc1nnc(NC(=O)c2cccc(S(=O)(=O)N3CCCCCC3)c2)s1	16	6	-3	4	-1	11	-5	-0.1	15	4	-2.6
27	CN1CCC(OC(=O)c2cc3cc(Cl)cc(Cl)c3oc2=O)CC1	3	-14	0	25	6	40	-13	0.0	-3	4	0.0
28	COC(=O)c1cccc(CN2C(=O)SC(Nc3ccccc3)C2=O)c1 (stereo unspecified)	-3	18	-8	13	-2	11	-6	0.0	5	1	0.1
29	CN(Cc1ccccc1)S(=O)(=O)c1ccc(NC(=S)NC(=O)C2CCCC2)cc1	2	-55	-17	20	17	33	-7	0.0	24	0	-2.2
30	COc1ccccc1/C=N/NC(=O)CCn1cnc2ccccc21	-2	-10	-7	18	-2	13	-5	-0.3	-5	5	1.6
31	O=C(NCc1ccncc1)C1CCCN(S(=O)(=O)c2cc(Cl)ccc2Cl)C1 (stereo unspecified)	3	-2	-12	17	5	3	-3	0.2	10	-2	-0.5
32	CCOC(=O)C1=C[C@@H](C(C)(C)C)N(S(=O)(=O)c2ccc([N+](=O)[O-])cc2)[C@H]1c1ccccc1	·	70*	·	-8	-2	10	-5	2.3	·	·	0.0
33	C[C@@H]1CCC[C@H](C)N1NC(=O)c1ccc(Cl)c(S(N)(=O)=O)c1	-9	-9	0	-5	0	6	-4	-0.1	5	0	2.9
34	O=C(COc1ccc2ccccc2c1Br)N1CCOCC1	-64	12	·	-123	0	-72	·	0.0	-23	1	-3.5
35	COc1ccc(CCNC(=O)c2ccc(CNc3c(N4CCOCC4)c(=O)c3=O)cc2)cc1OC	-4	-16	-2	6	-3	-6	-7	-0.3	4	-1	-1.8
36	O=C(NCc1ccc2c(c1)OCO2)c1ccc(Cl)c(S(=O)(=O)N2CCOCC2)c1	3	-8	-5	26	2	15	-8	0.0	15	0	-1.0
37	Cc1ccc(-c2csc3ncnc(N4CCN(S(=O)(=O)c5cccs5)CC4)c23)cc1	0	-2	-16	24	0	29	·	0.1	19	-1	-0.3
38	Cc1cccc2cc(CNCc3ccccc3)c(Cl)nc12	6	-6	-1	5	-5	-15	4	0.7	·	1	-1.9
39	CC1(c2nnc(-c3ccc(Cl)cc3)o2)CC(c2c(Cl)cccc2Cl)=NO1 (stereo unspecified)	-8	-5	-5	-23	-2	-2	-10	-0.1	-10	-4	0.2
40	O=C(Nc1nc2c(F)cccc2s1)c1ccco1	·	-127	-11	-222	-16	-337	-6	0.7	-58	0	-1.7

Next section (2 carried over from the part before).
nr	SMILES	PDI inh	NR2E3 ag-1	Vif imaging	HIF-2a block	Exocytosis inh	Peg3 prom inh	CaV13 FRET inh	aDG glyco act	MITF TRPM1 inh	NR2E3 ag-2	iPSC survival up
39	CC1(c2nnc(-c3ccc(Cl)cc3)o2)CC(c2c(Cl)cccc2Cl)=NO1 (stereo unspecified)	-8	-5	-5	-23	-2	-2	-10	-0.1	-10	-4	0.2
40	O=C(Nc1nc2c(F)cccc2s1)c1ccco1	·	-127	-11	-222	-16	-337	-6	0.7	-58	0	-1.7
41	Fc1ccccc1-n1c(-c2ccc3ccccc3n2)n[nH]c1=S	-4	-17	2	-77	-4	-46	7	0.2	0	4	0.3
42	O=C(O)CSc1c(O)c2ccccc2[nH]c1=O	-2	4	-6	11	-2	6	6	-0.5	10	-3	-0.5
43	O=C(c1cccc(Cl)c1)N1CCC(c2nc3ccccc3[nH]2)CC1	1	-43	-6	17	-2	23	7	0.2	3	1	0.0
44	O=C(Nc1ccc(OC(F)(F)F)cc1)c1ccc(S(=O)(=O)N2CCOCC2)o1	-4	24	1	15	-1	12	-5	0.2	9	-4	-0.4
45	CC(C)c1nnc(NC(=O)C2CCN(C(=O)Nc3ccccc3)CC2)s1	8	-17	-3	33	-3	-8	-4	-0.1	-16	2	0.2
46	COc1ccc(-c2cn(-c3ccccc3)nc2C(=O)O)cc1OC	-55	-2	-5	7	-20	-2	-4	1.3	-16	-2	0.5
47	CCN(CC(=O)Nc1c(F)cccc1F)C(=O)Cc1ccc2c(c1)CCC2	-5	10	-10	13	6	24	-6	0.0	11	3	-0.3
48	CNC(=O)C(=O)NCC1CCCN1S(=O)(=O)c1cccs1 (stereo unspecified)	-2	0	12	12	28	5	-15	-0.1	0	1	-0.2
49	CCOc1ccc(N2C(=O)CC(NCC#N)C2=O)cc1 (stereo unspecified)	0	-10	-4	15	2	10	-5	0.0	-1	2	-0.2
50	Cc1ccc(S(=O)(=O)N2CCOCC2)cc1C(=O)NC1CCSc2ccccc21 (stereo unspecified)	2	-3	-6	2	-1	3	-2	0.2	8	5	0.5

Screening data from PubChem.
